NS5 inhibitors = flavivirus cap methylation enzyme inhibition – biochemical, confirmation dose response, primary screen (AID 588689); 0.3% of 340,000 active; one-dose inhibition, % at 25 µM; IC50 in µM for titrated hits; Dengue-2 NS5 methyltransferase capping enzyme assay, biochemical; higher % means a stronger effect; in the data active = a potency from the dose series
GPR35 arrestin U2OS = GPR35 antagonists blocking zaprinast-driven arrestin recruitment, primary screen, imaging, U2OS, beta-arrestin-GFP, zaprinast agonist (AID 2058); U2OS GPR35 beta-arrestin-GFP translocation imaging, zaprinast antagonism; higher % means a stronger effect; inhibition, % at 10 µM, or IC50 in µM where a hit was titrated; 0.052% of 290,000 active;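 active = inhibition of at least 50% with at least 30 cells and total cytoplasm GFP at most 10,000,000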
SV40 large T antigen = TAg ATPase/helicase activity blockers – biochemical (AID 1903) | SV40 large T antigen ATPase/helicase inhibition assay; higher % means a stronger effect | inhibition, % at 20 µM; hits with a dose series show IC50 in µM | 0.39% of 310,000 active; in the data active = a potency from the dose series; note: strong numbers were not always called active
K1F lysis inhibition = inhibition of K1F phage lysis, E. coli UTI89, bacterial capsule biogenesis inhibitors, alamar blue (AID 488966) | 0.02% of 340,000 active | E. coli UTI89 K1F phage lysis, alamar blue, 2 h; higher % means a stronger effect | inhibition, % at 100 µM; hits with a dose series show IC50 in µM;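 active = phage lysis inhibition, versus mean bacterial control, above a set limit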;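 note: capsule biogenesis inhibitors block K1F phage lysis so surviving cells raise fluorescence; higher fluorescence means more inhibition of phage lysis; actives were called in the ten point dose series up to 300 µM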
MgcRacGAP inhibition = MgcRacGAP GTPase-activating activity inhibitors, confirmation, biochemical, ADP Hunter fluorescence; MgcRacGAP-stimulated Rac1 GTP hydrolysis, ADP Hunter fluorescence; higher % means a stronger effect; GST-tagged Rac1 F28L mutant substrate; inhibition, % at 30 µM, or IC50 in µM where a hit was titrated; 0.6% of 340,000 active;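 active = first-screen hits whose inhibition reached a set limit at any dose in the follow-up dose series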;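 note: fluorescence reports GDP produced by GAP-driven GTP hydrolysis; strong numbers were not always called active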
RSV antiviral HEp-2 = RSV antiviral activity via CPE protection, HEp-2 cells, primary 10 µM value included (AID 2391); HEp-2 cells, RSV-induced CPE inhibition; higher % means a stronger effect; CPE inhibition, % at 10 µM; hits with a dose series show IC50 in µM; 0.13% of 310,000 active; in the data active = a potency from the dose series; note: strong numbers were not always called active
GPR55 LPI antagonism = inhibition of LPI-stimulated GPR55 beta-arrestin translocation – imaging, U2OS, beta-arrestin-GFP, LPI agonist, primary screen (AID 2013) | 0.13% of 290,000 active | U2OS GPR55 beta-arrestin-GFP translocation imaging, LPI antagonism; higher % means a stronger effect | inhibition, % at 10 µM, or IC50 in µM where a hit was titrated;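 active = spots per cell inhibited over 60%, with over 100 cells counted and total cytoplasm intensity under 500,000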;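 note: U2OS cells stably carrying GPR55 and arrestin-GFP stimulated by 5 µM LPI near EC80; imaged beta-arrestin-GFP aggregate spots per cell after agonist stimulation; plate controls were LPI-stimulated DMSO wells for no effect and DMSO wells without LPI for full effect; some results filed as inactive read as strong as hits; confirmed hits need IC50 under 10 µM and bright autofluorescent wells are also inconclusive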
Salmonella PhoP GFP = PhoP-dependent GFP reporter repression – Salmonella Typhimurium, primary screen (AID 1863); S. Typhimurium PhoP-regulated promoter GFP reporter, 4 h; higher % means a stronger effect; inhibition, % at 50 µM, or IC50 in µM where a hit was titrated; 0.16% of 300,000 active;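 active = inhibition over 29.93%, a cutoff 3 SD above the screen mean, later confirmed by dose response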;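 note: 0% = low Mg2+ inducing control and 100% = high Mg2+ repressing control; strong numbers were not always called active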
HIV peptide binding = inhibitors of HIV fusion peptide binding, primary screen, biochemical, uHTS, fluorescence dequenching (AID 1986) | 0.3% of 290,000 active | cell-free peptide binding, fluorescence dequenching, 30 min; higher % means a stronger effect | inhibition, % at 20 µM; hits with a dose series show IC50 in µM; in the data active = inhibition mostly above about 52%, no sharp cut-off; inactive = mostly below about 76%; note: some results filed as inactive read as strong as hits
Active calls of the source: *; nt = no result given; [ ] = remark or other dose. The order is random; overall some 1.5% were active at least once.

compound,NS5 inhibitors,GPR35 arrestin U2OS,SV40 large T antigen,K1F lysis inhibition,MgcRacGAP inhibition,RSV antiviral HEp-2,GPR55 LPI antagonism,Salmonella PhoP GFP,HIV peptide binding
Cc1cc(S(=O)(=O)N2CCOCC2)ccc1OCC(=O)Nc1ccccc1F,3%,16%,8%,0.5%,5%,0.3%,-5%,-1%,2.1%
CS(=O)(=O)N1CCN(C(=O)c2c(F)cccc2F)CC1,-3%,5%,-3%,6.7%,0%,nt,5%,-4%,0.9%
COCc1cc(C)n(CC(=O)Nc2ccc(N3CCOCC3)cc2)c(=O)c1C#N,-6%,nt,19%,0.5%[50 µM],1%,-0.9%,nt,-6%,nt
CCOC(=O)NC1(C(F)(F)F)NC(=O)N(Cc2ccco2)C1=O (configuration not stated),-2%,3%,1%,1.8%,8%,-1.0%,-3%,25%,-1.9%
Cc1cccc(OCCCC(=O)NCC(=O)Nc2cccc(C)c2C)c1,3%,-9%,5%,0.2%,1%,3.1%,32%,0%,0.5%
CCOC(=O)Cn1c(=O)c2c(nc3n2CCCN3Cc2ccccc2)n(C)c1=O,-4%,17%,4%,0.1%,13%,5.0%,8%,-4%,0.4%
CC1Oc2ccccc2OC1C(=O)Nc1ccccn1 (configuration not stated),9%,-9%,3%,-0.2%,7%,0.0%,15%,5%,1.9%
Cc1nnc2n(Cc3ccccc3)c(=O)c3c4c(sc3n12)COC(C)(C)C4,-6%,-4%,4%,-0.2%,0%,3.4%,2%,4%,-1.3%
CC(=O)c1cccc(N(CC(=O)Nc2ccc(F)cc2)S(C)(=O)=O)c1,1%,0%,-3%,1.9%,7%,-0.4%,8%,-4%,-1.5%
CCOc1ccc(NC(=O)c2[nH]c(C)c(C(C)=O)c2C)cc1,-6%,-10%,9%,-0.1%,1%,2.0%,-11%,7%,0.3%
CCOC(=O)C1CCN(CCC(=O)Nc2ccc(C)c(C)c2)CC1,-10%,0%,3%,-0.3%,7%,4.0%,-14%,-8%,0.7%
Cc1ccccc1Cn1ccc(NC(=O)c2cnn3c(C(F)(F)F)cc(-c4ccco4)nc23)n1,-1%,-22%,9%,0.5%,19%,-1.5%,34%,1%,1.1%
COc1cccc(CNC(=O)Cc2ccc(NC3=NC4CS(=O)(=O)CC4S3)cc2)c1 (configuration not stated),-1%,0%,0%,0.1%,11%,-0.3%,-6%,nt,-0.2%
COc1ccc2cc(CN(CC3CCCO3)S(=O)(=O)c3ccc(C(C)=O)cc3)c(=O)[nH]c2c1 (configuration not stated),4%,-5%,-6%,-0.7%,-2%,-1.7%,1%,1%,0.7%
COc1cc(C(=O)OCCCN=C2NS(=O)(=O)c3ccccc32)cc(OC)c1OC,5%,4%,6%,-0.1%,1%,0.4%,14%,4%,-0.8%

Entries listed so far that have sulfur:
compound,NS5 inhibitors,GPR35 arrestin U2OS,SV40 large T antigen,K1F lysis inhibition,MgcRacGAP inhibition,RSV antiviral HEp-2,GPR55 LPI antagonism,Salmonella PhoP GFP,HIV peptide binding
Cc1cc(S(=O)(=O)N2CCOCC2)ccc1OCC(=O)Nc1ccccc1F,3%,16%,8%,0.5%,5%,0.3%,-5%,-1%,2.1%
CS(=O)(=O)N1CCN(C(=O)c2c(F)cccc2F)CC1,-3%,5%,-3%,6.7%,0%,nt,5%,-4%,0.9%
Cc1nnc2n(Cc3ccccc3)c(=O)c3c4c(sc3n12)COC(C)(C)C4,-6%,-4%,4%,-0.2%,0%,3.4%,2%,4%,-1.3%
CC(=O)c1cccc(N(CC(=O)Nc2ccc(F)cc2)S(C)(=O)=O)c1,1%,0%,-3%,1.9%,7%,-0.4%,8%,-4%,-1.5%
COc1cccc(CNC(=O)Cc2ccc(NC3=NC4CS(=O)(=O)CC4S3)cc2)c1 (configuration not stated),-1%,0%,0%,0.1%,11%,-0.3%,-6%,nt,-0.2%
COc1ccc2cc(CN(CC3CCCO3)S(=O)(=O)c3ccc(C(C)=O)cc3)c(=O)[nH]c2c1 (configuration not stated),4%,-5%,-6%,-0.7%,-2%,-1.7%,1%,1%,0.7%
COc1cc(C(=O)OCCCN=C2NS(=O)(=O)c3ccccc32)cc(OC)c1OC,5%,4%,6%,-0.1%,1%,0.4%,14%,4%,-0.8%

Other results follow.
compound,NS5 inhibitors,GPR35 arrestin U2OS,SV40 large T antigen,K1F lysis inhibition,MgcRacGAP inhibition,RSV antiviral HEp-2,GPR55 LPI antagonism,Salmonella PhoP GFP,HIV peptide binding
O=C(CSc1nc2cc([N+](=O)[O-])ccc2n1-c1ccc(F)cc1)NC1CCS(=O)(=O)C1 (configuration not stated),-1%,0%,2%,-0.3%,7%,0.2%,5%,9%,-2.2%
CCN(CC)C(=O)c1ccc(CS(=O)(=O)c2ccc(Br)cc2)cc1,10%,4%,6%,0.9%,11%,0.9%,3%,12%,-2.1%
COc1cc(/C=N/NC(=O)C(N)=O)cc(OC)c1O,4%,-2%,30%,1.6%,15%,1.0%,7%,4%,0.1%
Nc1nnc(SCC(=O)NCc2ccc3c(c2)OCO3)s1,-13%,1%,3%,0.4%,4%,-0.5%,7%,8%,-0.6%
Cc1ccc(N2C(=O)SC(N(CC(=O)O)c3cccc(C)c3)C2=O)cc1 (configuration not stated),3%,17%,-1%,2.2%,-7%,0.8%,-1%,8%,-0.3%
CCN(CC)C(=O)C1CCCN(c2ccc([N+](=O)[O-])cc2/C=N/NC(=O)c2ccccc2)C1 (configuration not stated),-4%,4%,20%,0.7%[50 µM],6%,2.3%,-1%,16%,-3.0%
O=S(=O)(NCCC1=CCCCC1)c1cccc2nsnc12,-4%,-1%,11%,0.9%,7%,nt,-14%,5%,-0.9%
Cc1nn2c(COc3ccc(NC(=O)c4ccccc4)cc3)nnc2c2ccccc12,-4%,-3%,5%,-0.3%,11%,1.8%,-2%,-11%,0.1%
CCOC(=O)NC(Nc1nnc(SCC)s1)(C(F)(F)F)C(F)(F)F,-2%,6%,1%,-0.2%,13%,1.5%,-3%,-5%,-1.3%
O=C(CSc1nnc(CNC(=O)c2cccs2)o1)NCCc1ccccc1,-7%,6%,1%,2.9%,6%,0.1%,-10%,-8%,0.6%
CCOc1ccc(N(CC(=O)NCc2ccccc2C)S(C)(=O)=O)cc1,-5%,3%,1%,0.2%,8%,-0.1%,-2%,-1%,-0.9%
CC(=O)NCCNC(=O)c1ccc(NC2=NC3CS(=O)(=O)CC3S2)cc1 (configuration not stated),-4%,-9%,2%,-0.2%[50 µM],11%,0.6%,17%,-8%,2.0%
O=C(CSc1nnc(Cc2ccccc2)o1)N1CCc2ccccc21,nt,13%,-3%,-0.2%,-8%,0.9%,-7%,4%,-1.8%
COCCN(Cc1ccco1)C(=O)C1CCCN(c2ncnc3c2nc2n3CCCCC2)C1 (configuration not stated),-10%,-1%,9%,4.8%,-1%,-0.6%,-29%,6%,-1.1%
CCC(=O)Nc1cc(C(C)C)c(O)cc1C,1%,5%,-3%,-1.1%,2%,2.3%,-17%,5%,0.9%

Record cards (already shown).
Shown for CCOc1ccc(NC(=O)c2[nH]c(C)c(C(C)=O)c2C)cc1 : NS5 inhibitors = -6%; GPR35 arrestin U2OS = -10%; SV40 large T antigen = 9%; K1F lysis inhibition = -0.1%; MgcRacGAP inhibition = 1%; RSV antiviral HEp-2 = 2.0%; GPR55 LPI antagonism = -11%; Salmonella PhoP GFP = 7%; HIV peptide binding = 0.3%
Shown for Nc1nnc(SCC(=O)NCc2ccc3c(c2)OCO3)s1 : NS5 inhibitors = -13%; GPR35 arrestin U2OS = 1%; SV40 large T antigen = 3%; K1F lysis inhibition = 0.4%; MgcRacGAP inhibition = 4%; RSV antiviral HEp-2 = -0.5%; GPR55 LPI antagonism = 7%; Salmonella PhoP GFP = 8%; HIV peptide binding = -0.6%

(further entries)
compound,NS5 inhibitors,GPR35 arrestin U2OS,SV40 large T antigen,K1F lysis inhibition,MgcRacGAP inhibition,RSV antiviral HEp-2,GPR55 LPI antagonism,Salmonella PhoP GFP,HIV peptide binding
Cc1cc(Cl)ccc1NC(=S)Nc1cccnc1,-9%,22%,1%,-0.1%,-1%,1.2%,24%,-3%,-3.3%
Brc1cccc(OCCn2ccnc2)c1,-5%,-6%,1%,1.9%,3%,0.2%,12%,15%,-2.1%
C/C(=N\NC(=O)CCc1ccc(S(=O)(=O)N2CCOCC2)cc1)c1ccccc1Cl,-2%,-3%,-2%,0.5%,7%,1.1%,-3%,1%,-3.0%
c1ccc(N2CCN(c3ncnc4c3oc3ccccc34)CC2)cc1,-5%,0%,1%,7.6%,5%,2.8%,-6%,-2%,-0.9%
Cc1ccc2nc(NC(=O)CC3Oc4ccccc4NC3=O)sc2c1 (configuration not stated),-4%,-1%,13%,1.6%[50 µM],8%,2.7%,8%,-12%,1.6%
CCS(=O)(=O)N1CCN(c2ccc([N+](=O)[O-])c(NC(C)c3ccccc3)c2)CC1 (configuration not stated),3%,-2%,2%,3.0%[50 µM],9%,2.5%,-4%,4%,-3.7%
O=C(OCc1nnc(-c2ccccc2)o1)c1ccccc1,-3%,-14%,10%,0.1%,-2%,3.7%,8%,-4%,-0.5%
O=c1[nH]c(=O)n(Cc2ccccc2)c2nc(-c3ccc(C(F)(F)F)cc3)n(CCO)c12,7%,12%,-2%,-0.1%,8%,1.0%,-3%,4%,-1.9%
CCOc1ccc(N(CC(=O)NCc2ccco2)C(=O)CCC(=O)Nc2nccs2)cc1,-7%,3%,9%,0.1%,0%,1.1%,-3%,-4%,1.6%
O=C(Nc1ccc(Cl)cc1)c1cnc(-c2ccccc2)nc1-c1ccccc1,-8%,-1%,-3%,-0.1%,1%,1.7%,0%,0%,-5.8%
COc1cccc(C(C)N(C)Cc2nc(-c3ccoc3)oc2C)c1 (configuration not stated),-3%,13%,-9%,3.3%,1%,0.2%,14%,14%,-1.5%
CCOP(=O)(OCC)C(Nc1cccc([N+](=O)[O-])c1)c1ccccc1 (configuration not stated),-2%,-2%,8%,0.7%,2%,0.9%,6%,-6%,-1.1%
CC1(c2cccc(Br)c2)NC(=O)N(CC(=O)Nc2ccc(S(N)(=O)=O)cc2)C1=O (configuration not stated),2%,-8%,4%,-0.3%,9%,6.3%,11%,5%,1.3%
O=C1CCc2cc(S(=O)(=O)NC3CCCCC3)ccc2N1,-4%,nt,nt,3.1%,3%,-0.4%,nt,nt,nt
Cc1noc(C)c1CSCC(=O)N(C)CC(=O)Nc1ccc(F)cc1,-10%,nt,8%,0.9%[50 µM],0%,-0.5%,nt,-3%,nt
CCOc1ccc(-n2c(SCC(=O)Nc3ccccc3C)n[nH]c2=O)cc1,-2%,13%,0%,1.9%,3%,0.6%,11%,0%,0.1%

Source: PubChem BioAssay
